Lipid storage S3: qHTS Assay for Lipid Storage Modulators in Drosophila S3 Cells; Drosophila S3 cells, BODIPY lipid droplet fluorescence, 18-24 h; cells fed with added oleic acid; lipid storage change, negative = inhibition, % at the top dose, mostly 46.1 µM; hits show Potency in µM; 0.64% of 320,000 active; active = well fitted inhibition curve with a large enough effect in the signal ratio, with a control signal flat, not every such curve was filed as active; inconclusive = small, poorly fitted or top-dose-only effect, or effect the other way, or a change in a side signal; the % refers to the signal ratio
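Laser-scanning cytometry quantifies lipid droplet accumulation (500–530 nm total intensity; droplet/cell object ratio) in oleic acid-fed (400 uM added) Drosophila S3 cells treated with a concentration series. 20 uM Triacsin C defined 100% inhibition.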
Lipid storage S3 cell count max: further read-out of Lipid storage S3, marked with its call; cell number change, %; measured here: cell count max response;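 cells counted by Cell Tracker Red CMTPX staining in the red channel; peak over a dose series mostly up to 46.1 µM; percent activity relative to internal control wells on each plate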
Starred values were filed as active, the others as inactive; i = inactive; ? = inconclusive; nt = not tested or not shown. % is set by controls: 0 for no effect and ±100 for the full control effect; potency is the fitted concentration of half-maximal effect.

Structure,Lipid storage S3,Lipid storage S3 cell count max
CN(C1CCCCC1)S(=O)(=O)c1ccc(NC(=O)c2ccco2)cc1,?,nt
CCCCN(C(=O)c1c(CC)noc1C)c1c(N)n(CC(C)C)c(=O)[nH]c1=O,?,nt
Cc1ccc2nc(NC(=O)C3CCCN(S(=O)(=O)c4cccc5nsnc45)C3)sc2c1 (configuration not stated),-5%,-17
O=C(COC(=O)Cc1c[nH]c2ccccc12)NCCc1ccccc1,?,nt
COc1ccc2[nH]c(O)c(N=NC(=O)Cc3cccs3)c2c1,20%,12
CCCCN1C(=O)c2ccc(C(=O)Nc3cccc(C)c3C)cc2C1=O,?,nt
CCCCCOc1ccc(C(O)C(CN2CCOCC2)c2ccccc2)cc1 (configuration not stated),6%,-6
Nc1nc(N)c2[nH]c(-c3ccccc3)nc2n1,i,-29
CCC(C)C(NC(C)=O)C(=O)NC(=O)NC(c1ccccc1)c1ccccc1 (configuration not stated),i,nt
COc1ccc(NC(=O)Nc2c(C)n(-c3ccccc3)c(=O)n2C)cc1OC,1%,0

In a second layout: 4 of the compounds above
Cc1ccc2nc(NC(=O)C3CCCN(S(=O)(=O)c4cccc5nsnc45)C3)sc2c1 (configuration not stated)
  Lipid storage S3: -5%; Lipid storage S3 cell count max: -17
O=C(COC(=O)Cc1c[nH]c2ccccc12)NCCc1ccccc1
  Lipid storage S3: ?; Lipid storage S3 cell count max: nt
COc1ccc2[nH]c(O)c(N=NC(=O)Cc3cccs3)c2c1
  Lipid storage S3: 20%; Lipid storage S3 cell count max: 12
CCCCN1C(=O)c2ccc(C(=O)Nc3cccc(C)c3C)cc2C1=O
  Lipid storage S3: ?; Lipid storage S3 cell count max: nt

More compounds.
Structure,Lipid storage S3,Lipid storage S3 cell count max
CN(Cc1ccccc1)C(=O)CCc1ccccc1,?,nt
CC(C)(C)OC(=O)NN1CC(=O)N2Cc3ccccc3C[C@@H]2C1=O,0%,5
O=C(O)c1ccc(S(=O)(=O)NCC2CCCO2)cc1 (configuration not stated),?,nt
CC(Sc1nc2ccccc2c(=O)n1C)C(=O)N(C)C1CCCCC1 (configuration not stated),?,nt
NC(=S)NN=C1c2cc(OCCN3CCOCC3)ccc2-c2ccc(OCCN3CCOCC3)cc21,i,27
O=C(CNC(=O)c1cccc(F)c1)OCc1cc(=O)n2cc(Br)ccc2n1,?,nt
CCn1c(=O)c(C(=O)Nc2ccccn2)c(O)c2ccccc21,-22%,-5
Clc1ccc(-n2nnnc2CN2CCOCC2)cc1Cl,?,nt
[O-]/C(=C(\C(=S)NCc1ccccc1)[n+]1ccccc1)c1ccc(Cl)s1,-11%,-23
Cc1cc2nc(C)c(Cl)c(=O)n2[nH]1,5%,16
O=C(CCN=C1NS(=O)(=O)c2ccccc21)OCC(=O)c1ccccc1,?,nt
CN(Cc1ccccc1)Cc1nc2c(c(=O)n(C)c(=O)n2C)n1Cc1ccccc1Cl,?,nt
O=C(COC(=O)c1ccc2c(c1)S(=O)(=O)N=C1CCCCCN12)NCCc1ccc(F)cc1,?,nt
CC1CCCCN1Cc1cnc(Cl)s1 (configuration not stated),?,nt
CCN1C(=O)N(c2ccc(Cl)cc2)C(C)=CC1(C)C,?,nt
O=c1[nH]c(/C=C/c2ccccc2[N+](=O)[O-])nc2ccccc12,18%,27
CCC(C)N(C(=O)CSc1nnc(-c2cccs2)n1C1CC1)C1CCS(=O)(=O)C1 (configuration not stated),i,nt
O=C(NCC(c1ccco1)N1CCN(c2ccccc2F)CC1)C1CCCCC1 (configuration not stated),i,-21
CCOc1ccc(N2C(=O)CS/C2=N/NC(=O)COc2ccc3ccccc3c2)cc1,-3%,-9
COC(=O)c1ccc(Oc2coc3cc(OCc4cnn(-c5ccccc5)c4)ccc3c2=O)cc1,4%,nt
Cc1ccccc1Nc1c(-c2ccncc2)nc2ccc(Br)cn12,?,nt
Cc1ccc(S(=O)(=O)N2CCC(C(=O)OCC(=O)N(CCC#N)c3ccc(F)cc3)CC2)cc1C,?,nt
COc1ccc2[nH]c(=O)c(CN(CCc3ccccc3)C(C)=O)cc2c1,-7%,-17
CCN(CC)CCNc1c2c(c(C#N)c3nc4ccccc4n13)CCCC2,i,-5
CCCn1c2c(c(O)c(C(=O)Nc3ncccc3O)c1=O)CCCC2,10%,3
Cc1cccc(C)c1NC(=O)CN1CCN(CCCC(c2ccc(F)cc2)c2ccc(F)cc2)CC1,?,nt
O=C(Cc1n[nH]c(=O)[nH]c1=O)N/N=C/CCc1ccccc1,-5%,17
Cc1ccc2cc(CN(Cc3nnnn3C3CCCCC3)CC3CCCO3)c(=O)[nH]c2c1 (configuration not stated),?,nt
CCN(Cc1ccccc1)C(=O)CCS(=O)(=O)c1ccc2c(c1)NC(=O)CO2,?,nt
COc1ccc(OC)c(Cc2nnc(CCC(=O)N3CCCCC3)o2)c1,1%,-12
O=C1NC(=Nc2ccc(F)cc2)SC1Cc1ccc(F)cc1 (configuration not stated),7%,8
CCCCS(=O)(=O)c1sc2nc(C)cc(C)c2c1N,?,nt
Cc1nc(-c2ccccn2)sc1C(=O)Nc1ccc(Cl)c(Cl)c1,?,nt
CC1(c2nnc(-c3ccccc3)o2)CC(c2cccc(Cl)c2)=NO1 (configuration not stated),?,nt
S=C(NCc1ccco1)N1CCN(c2ccc(Cl)cc2)CC1,-4%,7
CC(Sc1ncccn1)C(=O)NC1CCCC1 (configuration not stated),?,nt
Cc1ccccc1NC(=O)Cc1nc(COC(=O)c2cc(Cl)ccc2O)cs1,?,nt
CC(=O)O[C@H]1CSC[C@H]1NC(=O)c1ccccc1,?,nt
O=c1c2cc(N3CCOCC3)ccc2[nH]c(=S)n1CC1CCCO1 (configuration not stated),i,nt
S=C(Nc1ccc(Cl)cc1Cl)Nc1ccccc1Oc1ccccc1,-9%,-16

Filtered by structure: the entries above containing a cyano group
Structure,Lipid storage S3,Lipid storage S3 cell count max
Cc1ccc(S(=O)(=O)N2CCC(C(=O)OCC(=O)N(CCC#N)c3ccc(F)cc3)CC2)cc1C,?,nt
CCN(CC)CCNc1c2c(c(C#N)c3nc4ccccc4n13)CCCC2,i,-5

(more compounds)
mol | Lipid storage S3 | Lipid storage S3 cell count max
COc1cc2c(ccc3cc(OC)c(OC)c(O)c32)cc1O | 0% | -10
CC1CCCC(C)N1C(=O)COC(=O)c1ccc(O)cc1 (configuration not stated) | ? | nt
Cc1nc2ccc(S(=O)(=O)NCC(=O)NC(C)c3ccccc3)cc2s1 (configuration not stated) | ? | nt
O=C(OCc1cc2ccccc2[nH]c1=O)c1cccs1 | -3% | -1
CC(=O)c1cccc(NC(=O)N2CCCC2C(=O)Nc2cccc(C)c2)c1 (configuration not stated) | ? | nt
O=C(O)c1ccc(NS(=O)(=O)c2cccc(C(=O)Nc3ccc(Br)cc3)c2)cc1 | ? | nt
COc1ccc(NC(=O)c2nc(SC)ncc2Cl)cc1 | 20% | nt
CN(C)C(CNC(=O)/C=C/c1cccc(Cl)c1)c1ccccc1 (configuration not stated) | ? | nt
COc1ccc(NC(=O)CSc2nc(C)cc(C(F)(F)F)n2)cc1 | i | nt
O=C(O)COc1ccc(NC(=O)C(c2ccccc2)c2ccccc2)cc1 | 2% | 10
CC1(C(=O)NC2CCCCCCC2)CCC(=O)N1Cc1cccs1 (configuration not stated) | ? | nt
Cc1ccc(OCC(=O)Nc2ccc3c(c2)nc(CCN2CCC(C)CC2)n3C)cc1 | 56% | 14
CC(C)c1nnc(NC(=O)CN(C)S(=O)(=O)c2ccc3c(c2)OCCO3)s1 | 15% | -5
C=CC(=O)OCCOCCOCCOCCOC(=O)C=C | ? | nt
COc1cccc(C(=O)Nc2ccccc2OC(F)(F)F)c1 | 17% | 10
CCOC(=O)c1cc2cc(-c3c(C(=O)OCC)oc4cc(O)cc(O)c4c3=O)ccc2o1 | ? | nt
O=C(CNC(=O)c1ccco1)OCc1c(F)cccc1Cl | -10% | 1
Cc1cccc(N2CCN(C(=O)NCc3ccc(Cl)cc3)CC2)c1 | -4% | -13
COc1ccc(C(O)c2nccn2C)cc1 (configuration not stated) | ? | nt
O=C(NC(=S)N1CCN(c2c(Cl)cccc2[N+](=O)[O-])CC1)c1cccs1 | ? | nt
CC1(C)CCCC2=C1CC1C(=O)N(c3ccccc3)C(=O)C1C2 (configuration not stated) | 7% | -7
Cc1ccccc1COC[C@H](CC(C)C)N1CCN(C(=O)c2cccc(C(F)(F)F)c2)CCC1=O | -3% | 5
Cc1nc(N/N=C/c2ccc(O)cc2O)cc(N2CCOCC2)n1 | ? | nt
Cc1ccc(NC(=O)CCNS(=O)(=O)c2ccc3[nH]c(=O)oc3c2)cc1 | ? | nt
Nc1nc(SCC(=O)Nc2ccccc2C(F)(F)F)[nH]c(=O)c1-c1ccccc1 | 12% | 14
COc1cccc(-n2c(-c3cccc(S(=O)(=O)N(C)C)c3)n[nH]c2=S)c1 | 6% | 14
N#C/C(=C/c1ccc(N2CCOCC2)o1)c1nc2ccccc2[nH]1 | ? | nt
O=C(/C=C/c1ccccc1)NCc1cccnc1 | 25% | 10
CCCCNC(=O)c1onc(CSc2ccc(F)c(F)c2)c1C(=O)O | ? | nt
COc1ccc(NC(=O)c2nc3ccccc3s2)cc1 | -2% | nt
COc1ccc(C(=O)NN2C(=O)C3C(c4ccccc4)C=CC(c4ccccc4)C3C2=O)cc1 (configuration not stated) | ? | nt
Cc1ccc2nc(NC(=O)c3cccs3)sc2c1 | 14% | -21
O=C(Nc1ccc(OCC(=O)N2CCOCC2)cc1)Nc1cccc(Cl)c1 | -5% | 3
CC(C)(C)NC(=O)c1ccc2c(c1)N(CC(=O)N1CCN(c3ccc(F)cc3)CC1)C(=O)C(C)(C)O2 | 18% | 7
Cn1cc(CN2CCC(n3nccc3NC(=O)CCOc3ccccc3)CC2)cn1 | ? | nt
CC1CN(C(=S)NC(=O)c2cccc([N+](=O)[O-])c2)CC(C)O1 (configuration not stated) | ? | nt
COCCCNC(=S)N1CCC(NC(=O)c2ccco2)CC1 | ? | nt
CNC(=O)c1c(NC(=O)c2ccco2)sc2c1CCCC2 | ? | nt
CC1=C(C(=O)Nc2ccccc2C(=O)NCCCOC(C)C)SCCO1 | ? | nt
CCOc1ccc(NC(=O)CN(C)C(=O)c2cc(C)nc3ccccc23)cc1OCC | ? | nt
COc1ccccc1NCCC(=O)OCC(=O)NC1CCCC(C)C1C (configuration not stated) | ? | nt
CC1CC(=O)C2=C(C1)Nc1ccccc1N=C2 (configuration not stated) | ? | nt
COc1ccc(NS(=O)(=O)c2cccc(C(=O)N/N=C(\C)c3ccncc3)c2)cc1 | ? | nt
CCOC(=O)Cc1nnc2c(Nc3ccccc3F)nc3nonc3n12 | ? | nt
Cc1ccc(C(=O)NCc2ccco2)cc1[N+](=O)[O-] | -2% | nt
Cn1c(=O)n(CCN2CCOCC2)c(=O)c2c1nc1n2CCCN1c1ccccc1 | ? | nt
COCCCNCCOCCOc1ccc(C)cc1[N+](=O)[O-] | ? | nt
COc1ccc(-c2nc3n(c(=O)c2C#N)CCS3)c(OC)c1 | 5% | 8
COc1ccccc1NC(=O)CSCC(=O)N1c2ccccc2CCc2ccccc21 | -15% | 9
O=C(Oc1ccc2c(c1)OCO2)C12CC3CC(CC(C3)C1)C2 | ? | nt
CC(=O)Nc1ccc(NC(=O)CSc2nnc(-c3ccco3)o2)cc1 | ? | nt
COc1cc2c(cc1OC)CN(CCC(=O)c1ccc(Br)cc1)CC2 | 6% | nt
CC1(C)CC(=O)C=C(CN2C(=O)c3ccccc3C2=O)C1=O | ? | nt
Cc1ccc(CN2CCN(CC(=O)NCCCN3CCN(c4ccc(F)cc4)CC3)C2=O)cc1 | ? | nt
CC1(C)N=C(N)NC(Nc2ccc(Br)cc2)=N1 | i | 18
COC(=O)/C=C/C(=O)NCc1ccco1 | 11% | 1
NNC(=O)C1CC(O)CN1S(=O)(=O)c1ccc(Cl)cc1 (configuration not stated) | ? | nt
O=C(COC(=O)Cc1ccccc1[N+](=O)[O-])NCc1ccccc1Cl | 16% | 9
CCCC(C(=O)NCCC(C)C)N(Cc1ccc(OC)cc1)C(=O)c1snc(C(N)=O)c1N (configuration not stated) | -30% | -8
CC1(C)CC(=O)C(CCC(=O)c2ccccc2)C(C)(C)N1 (configuration not stated) | ? | nt

Structural class: those above with a tert-butyl group
mol | Lipid storage S3 | Lipid storage S3 cell count max
CC(C)(C)OC(=O)NN1CC(=O)N2Cc3ccccc3C[C@@H]2C1=O | 0% | 5
CC(C)(C)NC(=O)c1ccc2c(c1)N(CC(=O)N1CCN(c3ccc(F)cc3)CC1)C(=O)C(C)(C)O2 | 18% | 7

Carrying on.
mol | Lipid storage S3 | Lipid storage S3 cell count max
CCn1ncc(Br)c1C(=O)Nc1ccccc1C(F)(F)F | ? | nt
Cc1ccc(C(=O)N2CCN(c3ccccn3)CC2)cc1 | ? | nt
O=C(COc1ncnc2ccccc12)NCCc1ccccc1 | ? | nt
COC(=O)C1=C(NC(=O)c2cccc(OC)c2)CCS1 | ? | nt
Cc1ccc(S(=O)(=O)/C(C#N)=C/c2c(N3CC(C)OC(C)C3)nc3ccccn3c2=O)cc1 (configuration not stated) | 0% | -4
O=S(=O)(Nc1ncccn1)c1ccc(NC(=S)NCc2cccnc2)cc1 | ? | nt
COc1ccc2oc3ccccc3c(=O)c2c1 | ? | nt
CCOC(=O)N1CCN(S(=O)(=O)N2CCCC(C(=O)NCc3cccc(OC)c3)C2)CC1 (configuration not stated) | ? | nt
CC(C)CC(Nc1ncnc2scc(-c3ccccc3)c12)C(=O)O (configuration not stated) | ? | nt
COc1ccc(CCN2CC(C(=O)NCc3ccco3)CC2=O)cc1OC (configuration not stated) | ? | nt

A portion of the library (hit frequency here may not be typical).
